GDH-TPI inh: counter-screen for M. tuberculosis FBA inhibitors: GDH-TPI coupled enzymes | GDH-TPI coupled enzyme counterscreen, NADH absorbance | inhibition, % at 4.8 µM | hit rate 1.2% among 360,000 | AID 588335;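 also: 0% = DMSO wells and 100% = wells lacking the enzyme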
Mtb FBA inh: Mtb fructose-bisphosphate aldolase inhibition. AID 588726. inhibition, % at 1 µM. P9WQA3. hit rate 2.3% among 360,000. purified M. tuberculosis FBA, fluorescence read-out; in the data active = inhibition above about 27%;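 also: 0% = vehicle and 100% = reference inhibitor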
Target sequence (P9WQA3 whole entry, looked up): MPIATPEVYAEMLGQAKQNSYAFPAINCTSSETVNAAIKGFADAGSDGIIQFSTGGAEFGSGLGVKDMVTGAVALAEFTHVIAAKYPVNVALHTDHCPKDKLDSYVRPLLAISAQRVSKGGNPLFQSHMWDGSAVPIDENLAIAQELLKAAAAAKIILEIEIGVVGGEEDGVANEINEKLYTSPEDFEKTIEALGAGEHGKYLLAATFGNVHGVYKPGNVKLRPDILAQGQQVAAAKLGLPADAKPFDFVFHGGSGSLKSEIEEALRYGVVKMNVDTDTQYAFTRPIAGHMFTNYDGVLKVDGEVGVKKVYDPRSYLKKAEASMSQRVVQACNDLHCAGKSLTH
Mtb UGM inh: inhibitors of M. tuberculosis UDP-galactopyranose mutase; inhibition, % at 10 µM; P9WIQ1; hit rate 0.06% among 320,000; purified UGM, fluorescence polarization probe displacement; AID 504406; in the data active = inhibition above about 10%, passing the limit was not always enough; inconclusive = no clear call, values can overlap the other calls
Target sequence (P9WIQ1 whole entry, looked up): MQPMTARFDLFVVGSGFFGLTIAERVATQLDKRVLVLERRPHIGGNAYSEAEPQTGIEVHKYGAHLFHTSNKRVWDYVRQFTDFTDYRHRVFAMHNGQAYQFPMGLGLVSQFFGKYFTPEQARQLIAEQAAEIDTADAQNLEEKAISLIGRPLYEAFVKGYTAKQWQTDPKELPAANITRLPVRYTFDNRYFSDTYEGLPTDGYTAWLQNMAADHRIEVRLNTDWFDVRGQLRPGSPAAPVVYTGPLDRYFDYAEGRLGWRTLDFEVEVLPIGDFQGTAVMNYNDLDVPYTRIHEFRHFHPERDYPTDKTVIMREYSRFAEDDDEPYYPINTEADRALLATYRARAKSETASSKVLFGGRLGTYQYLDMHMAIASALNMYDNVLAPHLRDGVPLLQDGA
BoNT A protease: inhibitors of Botulinum neurotoxin A light chain protease | multiplex microsphere protease substrate cleavage, flow cytometry | inhibition, % at 10 µM | hit rate 0.17% among 360,000 | AID 588499; in the data active = inhibition above about 30%; inconclusive = no clear call, values can overlap the other calls; also: plate controls were buffer without enzyme for full effect and enzyme alone for no effect
Mtb BioA inh: BioA (M. tuberculosis) enzyme inhibition; purified M. tuberculosis BioA enzyme, plate reader; inhibition, % at 9.99 µM; hit rate 0.096% among 360,000; AID 602481; in the data active = inhibition above about 40%; inconclusive = no clear call, values can overlap the other calls
BoNT-F LC inh: blocks Botulinum neurotoxin F light chain protease; Multiplex microsphere protease cleavage assay, flow cytometry; inhibition, % at 10 µM; hit rate 0.22% among 360,000; AID 588497; in the data active = inhibition above about 35%, passing the limit was not always enough; inconclusive = no clear call, values can overlap the other calls; also: plate controls were buffer without enzyme for full effect and enzyme alone for no effect
PrPC surface inh: inhibitors of human cell surface prion protein PrPC; P04156; TR-FRET read-out; inhibition, % at 13.8 µM; hit rate 0.43% among 370,000; AID 720596; in the data active = inhibition above about 24%; also: 0% = median of the test wells and 100% = reference compound wells
CCHFV vOTU inh: CCHFV vOTU protease inhibition | Pep-AMC fluorescence | inhibition, % at 11.5 µM | hit rate 0.55% among 370,000 | AID 651958; also: 0% = vehicle wells with enzyme and 100% = no enzyme wells
FadD28 FP inh: blocks FadD28 binding to the bisubstrate probe; fluorescence polarization; hit rate 0.22% among 360,000; inhibition, % at 12.5 µM; AID 588549; in the data active = inhibition above about 8.5%, passing the limit was not always enough; inconclusive = no clear call, values can overlap the other calls
The depositor's hits bear a star; ? = inconclusive; / = not tested or not shown. Rule as the data show it, unless noted: active = inhibition above about 30%; inactive = the rest. Compounds were not picked by outcome. Share with any hit: about 4.8%.

SMILES	GDH-TPI inh	Mtb FBA inh	Mtb UGM inh	BoNT A protease	Mtb BioA inh	BoNT-F LC inh	PrPC surface inh	CCHFV vOTU inh	FadD28 FP inh
O=C(CN1CCC(n2nnc3cc(F)ccc32)CC1)NC1CCCCC1	10	1	2.1	1.2	-0.1	-6	-8	0	-0.7
Cc1c(OCC(=O)NCCCN2CCOCC2)ccc2c1oc(=O)c1ccccc12	7	47*	1.3	2.6	4.7	-1	-1	-18	-1.4
O=c1nc(Nc2ccccc2)sc2ccc([N+](=O)[O-])cc12	4	-2	-0.2	0.2	/	1	-8	-14	-2.4
O=C(N/C(=C/c1cccs1)C(=O)N1CCCC1)c1ccccc1	15	1	-0.1	-2.6	-0.9	-9	-5	8	-1.0
CCc1cc(=O)oc2c(C)c(OCC(=O)N3CC[C@@]4(O)CCCC[C@H]4C3)ccc12	8	37*	-4.2	1.4	0.6	-8	7	-17	-1.9
O=C(NCCCN1CCOCC1)C1CCN(S(=O)(=O)c2cccc(C(F)(F)F)c2)CC1	9	2	-3.1	0.6	-9.7	-4	7	2	-0.1
Cc1ccccc1-c1cccc(CN2CCN(C)C(CCO)C2)c1 (stereo not drawn)	-7	-2	-0.9	-0.7	-0.6	?	0	-8	-3.1
CCOC(=O)c1nnn(-c2ccc(OC)cc2)c1N	10	-3	3.0	-1.3	2.0	-20	2	0	-0.7
N#Cc1c(N)c(C#N)c(-c2ccc(O)cc2)c2c1CCCC2	5	17	0.1	-0.1	0.2	-5	7	-4	-9.3
c1cc(OCCCN2CCCCC2)ccc1CN1CCCCC1	4	4	0.5	-1.6	-1.3	2	5	-3	-1.5
CCCS(=O)(=O)NCCc1cc2c(C)ccc(C)c2[nH]c1=O	14	12	2.1	-0.8	-1.4	-7	1	-4	-1.3
COc1ccc(CCNC(=O)CSc2ccc3ccccc3c2)cc1OC	8	2	1.7	-1.4	-0.6	-5	5	-9	-1.4
O=C(Nc1ccccc1)C1CC(=O)n2ncnc2N1 (stereo not drawn)	-8	0	0.1	-0.1	0.4	5	-1	-3	-3.7
CN1CCN(CCn2c(=S)[nH]c3ccccc3c2=O)CC1	-4	1	0.9	-2.0	-0.4	18	1	-9	-2.2
C/C(NC1CCCC1)=C(/C#N)C(N)=O	8	2	3.0	4.2	-1.3	11	2	6	-0.3
Cc1ccc(-c2ccc(S(=O)(=O)Nc3cccnc3)cc2)cc1	7	5	-1.7	-0.3	-0.4	-4	11	17	-1.8
CCc1ccc2[nH]c(=O)c(C(c3nnnn3Cc3ccc(OC)cc3)N3CCOCC3)cc2c1 (stereo not drawn)	7	1	/	0.3	-0.1	2	0	-7	-2.0
CN1CCN(c2ncnc3c2[nH]c2ccc(F)cc23)CC1	9	26	-1.3	0.0	70*	-7	5	-34	-0.2
Cc1cccc(Nc2nc(-c3sc(C)nc3C)cs2)c1	16	1	-1.3	-3.8	0.2	-28	-2	6	0.8
O=C(C[N+]12CCC(CC1)C(C(O)(c1ccccc1)c1ccccc1)C2)c1ccc(Br)cc1 (stereo not drawn)	5	0	-0.4	2.9	5.5	?	-8	6	-4.3
O=C(Cc1ccsc1)NCC(=O)Nc1ccc(F)c(F)c1	0	0	0.9	-0.6	0.7	8	5	-2	-0.3
Cc1ccc2nc(N3CCN(C)CC3)c(C=O)c(=O)n2c1	19	6	-0.6	-1.5	0.8	10	-18	-23	-2.4
COc1cccc(C(NC(C)=O)c2nc(-c3ccc(OC)nc3)cs2)c1 (stereo not drawn)	3	-2	/	-0.3	4.6	-4	-4	6	0.1
O=C1CSC(=Nc2cc(Cl)ccc2Cl)N1	5	0	3.9	3.6	/	2	/	/	0.8
CC(=O)NC(C)(c1ccccc1)c1nc(-c2csc3ccccc23)cs1 (stereo not drawn)	8	2	/	0.1	-1.4	-8	-4	4	-3.6
Later entries.
SMILES	GDH-TPI inh	Mtb FBA inh	Mtb UGM inh	BoNT A protease	Mtb BioA inh	BoNT-F LC inh	PrPC surface inh	CCHFV vOTU inh	FadD28 FP inh
CC(C)(C)NC(=O)NC(=O)COC(=O)CCCc1c[nH]c2ccccc12	1	-1	0.7	-2.8	3.1	-9	13	22	0.0
O=C(COC(=O)/C=C/c1cccc(Br)c1)NCc1ccco1	6	2	-2.4	3.3	-0.9	22	7	-5	1.1
COc1ccc2c(c1)C(CC(C)=O)N(c1ccc(-c3cnc(OC)nc3)cc1)C(c1ccsc1)=C2 (stereo not drawn)	/	/	/	1.4	/	-6	-15	-4	/
O=C(O)CCSc1nnc(COc2ccc([N+](=O)[O-])cc2)n1-c1ccccc1	5	1	-2.4	0.3	/	6	-11	3	-3.3
Cc1cccc(C)c1NC(=O)CC(NCc1ccco1)C(=O)O (stereo not drawn)	1	2	1.4	0.5	1.7	-2	-5	-2	0.7
O=[N+]([O-])c1cc(C(F)(F)F)ccc1NCCNC(=S)Nc1ccc(Cl)cc1	6	-3	0.4	-0.9	/	-11	-4	-6	-9.5
CC(=O)OCC(=O)[C@@]1(O)[C@H](C)C[C@H]2[C@@H]3CCC4=CC(=O)C=C[C@]4(C)[C@@]3(F)[C@@H](O)C[C@@]21C	8	2	-0.8	-0.4	-0.8	1	2	6	-0.2
Cn1c(=O)c2[nH]c(NCC3CCCO3)nc2n(-c2ccccc2)c1=O (stereo not drawn)	3	2	0.0	-0.2	0.0	2	5	-1	3.3
O=C(Nc1ccccn1)C1CCCN(c2ncnc3c2nc2n3CCCCC2)C1 (stereo not drawn)	-9	2	-1.8	0.0	2.3	0	3	7	-2.2
Cc1ccc(-n2c(-c3ccccc3)cc(=O)nc2C)cc1	-7	0	-0.8	-1.0	-1.6	-15	8	3	-1.6
O=C1[C@@H]2[C@H](C(=O)N1CC(O)COCc1ccccc1)C1C=C[C@H]2C1 (stereo partly drawn)	7	0	/	0.3	-0.7	-2	-6	-1	-1.0
COc1ccc([N+](=O)[O-])cc1NC(=O)c1ccc(Br)s1	6	-1	-1.6	-0.9	-1.8	-10	2	-11	1.7
COc1ccc(Cl)cc1C(=O)Nn1c(-c2cccs2)nc2ccccc2c1=O	4	-1	-0.4	-0.8	/	-3	-3	10	12*
COc1ccc(NS(=O)(=O)c2ccc3c(c2)N(C(C)=O)CCO3)c(OC)c1	-2	6	0.7	0.7	-0.4	-8	0	2	-0.2
COC(=O)c1c(NC(=O)CSc2nc(-c3ccco3)cc(C(F)(F)F)n2)sc2c1CCCC2	5	3	-1.5	-0.8	-0.2	7	-3	-13	-2.1
CCN(CC)S(=O)(=O)c1ccc(-n2c(=O)c(C(C)C)c(C)n2C)cc1	8	8	-1.0	-1.5	-4.1	-5	1	-9	0.8
Cc1ccc(OCC(=O)NCCCNC(=O)c2cnccn2)cc1C	2	-2	1.4	0.9	/	4	-3	-8	-0.2
Cc1ccc(CS(=O)Cc2ccc(C(=O)N3CCN(c4ccccn4)CC3)o2)cc1 (stereo not drawn)	3	-4	0.0	1.5	0.8	-4	-10	13	-3.6
CN1CCN(Cc2oc(CO)cc(=O)c2O)CC1	-1	1	-1.0	0.5	-2.2	-6	4	0	-2.8
Cc1ccc(NC(=O)CCS(=O)(=O)c2ccc(Br)s2)cc1	-4	1	-0.4	-2.0	1.7	-9	-26	6	-0.8
CC(C)(C)NC(=O)C1CCN(S(=O)(=O)c2cccc3nsnc23)CC1	0	0	-0.1	0.0	-0.2	2	-16	-8	-1.3
COc1ccc2nc(NC(=O)CSC3=NCCS3)sc2c1	6	-1	-1.5	-0.4	0.5	0	11	-1	-0.3
O=C(Nc1ncc(Cc2cccc([N+](=O)[O-])c2)s1)c1ccco1	10	3	-0.7	-0.3	/	-7	14	10	-1.7
CCN1CCN(S(=O)(=O)c2ccc(C(=O)Nc3sc4c(c3C(N)=O)CCN(CC)C4)cc2)CC1	4	-19	2.5	1.0	-3.4	0	-26	18	-3.4
Cc1ccc(O)c(-c2[nH]ncc2C(=O)c2ccc(Br)cc2)c1	9	0	-3.6	-4.1	1.9	15	-7	13	-4.2
Remaining list, next part:
SMILES	GDH-TPI inh	Mtb FBA inh	Mtb UGM inh	BoNT A protease	Mtb BioA inh	BoNT-F LC inh	PrPC surface inh	CCHFV vOTU inh	FadD28 FP inh
CC(=O)c1cccc(NC(=O)CN(Cc2ccccc2)S(C)(=O)=O)c1	10	3	3.6	-1.4	1.3	-4	10	-9	-1.7
CC(C)[C@H](NC(=O)c1cccc(S(=O)(=O)N2CCCC2)c1)c1nc2ccccc2[nH]1	16	-1	2.7	-0.7	3.3	-4	-2	-3	-0.4
O=c1c2cnn(-c3ccccc3)c2ncn1Cc1cccnc1	9	-2	1.0	0.1	0.9	0	4	9	0.7
COc1cccc(Nc2nc(C(N)c3ccccc3Cl)cs2)n1 (stereo not drawn)	14	0	/	-0.7	0.1	-13	5	6	-3.0
Cc1cccc(NC(=O)C2CCCN(c3ncnc4c3nc3n4CCCCC3)C2)n1 (stereo not drawn)	-3	-2	-2.8	-0.2	0.9	-8	0	-5	-3.3
CC(NS(=O)(=O)c1ccccc1)C1CC2CCC1C2 (stereo not drawn)	14	1	-0.3	0.8	1.6	2	5	-2	-1.0
COc1ccc(NC(=O)NC2(C(=O)N3CCCC(C)C3)CCCCC2)cc1 (stereo not drawn)	0	-1	-2.1	-3.5	-2.1	-12	-4	4	0.0
CCc1c(O)c(-c2ccccc2)c(=O)n(-c2ccccn2)c1-c1ccccc1	4	-3	1.9	1.5	/	4	-3	-2	-2.0
C=C(C)COc1ccc(-c2n[nH]c(C)c2-c2ccc(Br)cc2)c(O)c1	-1	-2	2.4	-1.8	-4.6	-18	3	12	-2.1
O=C(O)c1ccc(-c2noc(-c3ccc(F)cc3)n2)cc1	4	2	-2.0	0.4	-0.4	-1	9	7	-4.6
O=C(c1cn[nH]c1)c1cc(F)ccc1O	17	-1	1.3	-0.9	/	-2	3	4	-1.5
COc1ccccc1NC(=S)NC1CCCCCCCCCCC1	1	-1	-1.3	-0.2	0.1	?	3	22	-4.0
Cc1ccc(N(C(=O)c2ccc(CN3CCOCC3)o2)C(C(=O)NCCC(C)C)c2cccs2)c(C)c1 (stereo not drawn)	4	-1	0.4	-1.0	/	-7	-3	2	-2.3
CCOC(=O)C1CCCN(c2c(NCCc3ccc(C)cc3)c(=O)c2=O)C1 (stereo not drawn)	7	3	-0.9	-0.9	-0.4	-13	6	-9	-0.2
COc1cccc(CNC(=O)Cn2c(=O)c3cccn3c3ccccc32)c1	-5	-1	0.7	1.7	-1.0	-2	-2	16	-2.6
Cc1noc(/C=C/c2ccc(-c3ccccc3Cl)o2)c1[N+](=O)[O-]	-6	3	1.2	7.7	-5.2	18	/	/	3.6
O=C(NCCN1CCOCC1)c1cccc(S(=O)(=O)Nc2ccc(F)cc2)c1	0	-1	0.2	2.6	-0.3	4	0	2	-4.2
CN(C)CCSCc1nnc2n1-c1ccc(Cl)cc1C(c1ccccc1Cl)=NC2	-5	-5	0.5	?	/	?	-2	-10	-4.9
CC(=O)Oc1ccc2nc(CN3C(=O)c4ccc([N+](=O)[O-])cc4C3=O)oc(=O)c2c1	2	0	2.2	0.1	/	3	-6	7	-2.0
c1cncc(-c2nn3c(Cn4cnc5ccccc54)nnc3s2)c1	-7	-5	-3.1	2.5	-0.7	12	-3	-10	-1.5
Cc1ccc(S(=O)(=O)N(C)c2ccc(OCC(=O)Nc3nc4ccccc4s3)cc2)cc1	-1	-4	-0.4	0.3	-0.6	-1	21	20	-4.3

Part of the list above in order of count of non-hydrogen atoms, rising.
SMILES	GDH-TPI inh	Mtb FBA inh	Mtb UGM inh	BoNT A protease	Mtb BioA inh	BoNT-F LC inh	PrPC surface inh	CCHFV vOTU inh	FadD28 FP inh
C/C(NC1CCCC1)=C(/C#N)C(N)=O	8	2	3.0	4.2	-1.3	11	2	6	-0.3
Cc1ccc(-n2c(-c3ccccc3)cc(=O)nc2C)cc1	-7	0	-0.8	-1.0	-1.6	-15	8	3	-1.6
COc1ccc(NS(=O)(=O)c2ccc3c(c2)N(C(C)=O)CCO3)c(OC)c1	-2	6	0.7	0.7	-0.4	-8	0	2	-0.2
COc1ccc(Cl)cc1C(=O)Nn1c(-c2cccs2)nc2ccccc2c1=O	4	-1	-0.4	-0.8	/	-3	-3	10	12*
CCc1ccc2[nH]c(=O)c(C(c3nnnn3Cc3ccc(OC)cc3)N3CCOCC3)cc2c1 (stereo not drawn)	7	1	/	0.3	-0.1	2	0	-7	-2.0

Assay outcomes: PubChem, several laboratories
